Screening data from PubChem.
MITF inh: inhibitors of human MITF; O75030; 650,000 tested, 0.91% active; inhibition, % at 2.6 µM; AlphaScreen MITF homodimerization, bead proximity signal; AID 1259374; in the data active means inhibition above about 50%;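 further: 0% = vehicle wells with protein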
GPR151 activ: activates the human receptor GPR151; Q8TDV0; PathHunter beta-arrestin GPR151 cells, luminescence; activation, % at 11.2 µM; 650,000 tested, 1% active; AID 1508602; in the data active means activation above about 4.9%;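 further: 0% = median of compound wells and 100% = cells with positive control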
TEAD-YAP inh: TEAD-YAP interaction inhibition. HEK-TIYL cells, TEAD-Gal4/YAP UAS-luciferase luminescence. inhibition, % at 9.12 µM. 640,000 tested, 1.4% active. AID 1259422; in the data active means inhibition above about 32%;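 further: 0% = median of test compound wells and 100% = reference inhibitor wells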
FBW7 activator: activators of human E3 ligase FBW7; Q969H0; AlphaScreen FBW7–phospho-cyclin E peptide binding, activator screen; normalized activity (activation), % at 26.1 µM; 650,000 tested, 0.13% active; AID 1259310; in the data active means normalized activity above about 1.9%;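 further: purified mutant Fbw7 with reduced substrate affinity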
Target sequence (Q969H0 whole entry, looked up): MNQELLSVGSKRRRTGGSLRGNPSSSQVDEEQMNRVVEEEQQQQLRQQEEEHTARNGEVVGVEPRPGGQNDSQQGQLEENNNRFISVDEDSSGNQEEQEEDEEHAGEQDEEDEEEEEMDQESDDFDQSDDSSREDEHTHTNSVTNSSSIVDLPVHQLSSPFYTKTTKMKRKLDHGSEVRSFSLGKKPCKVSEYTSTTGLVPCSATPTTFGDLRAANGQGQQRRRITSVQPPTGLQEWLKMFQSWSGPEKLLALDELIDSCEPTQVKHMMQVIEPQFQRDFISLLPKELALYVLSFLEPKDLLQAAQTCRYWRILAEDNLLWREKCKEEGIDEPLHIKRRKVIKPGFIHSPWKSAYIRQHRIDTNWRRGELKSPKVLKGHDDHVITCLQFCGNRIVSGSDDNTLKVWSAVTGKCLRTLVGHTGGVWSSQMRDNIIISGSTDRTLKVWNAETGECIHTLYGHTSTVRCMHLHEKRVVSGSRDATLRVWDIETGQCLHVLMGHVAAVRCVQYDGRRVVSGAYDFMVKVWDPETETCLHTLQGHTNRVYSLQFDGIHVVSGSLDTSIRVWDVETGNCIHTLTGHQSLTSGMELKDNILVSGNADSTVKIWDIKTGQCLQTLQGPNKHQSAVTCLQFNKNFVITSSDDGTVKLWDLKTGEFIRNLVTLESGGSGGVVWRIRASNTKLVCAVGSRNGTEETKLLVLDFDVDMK
Active calls of the source: *. Compounds were not picked by outcome. About 3.4% of those tested had a hit in this group.

Preview (five entries):
The line under a structure holds: MITF inh, GPR151 activ, TEAD-YAP inh, FBW7 activator
> Cc1cccc(-c2nc(-c3ccccc3F)cc(=O)o2)c1
→ 3, -0.1, -2, -0.1
> Cc1ccc(-n2c(SCC(=O)N3CCCC3)nc3[nH]ncc3c2=O)cc1Cl
→ 3, -1.0, 14, -0.6
> c1ccc(-c2nc(NCCCN3CCOCC3)cc(-c3cccnc3)n2)cc1
→ 1, 0.0, 20, -0.1
> Cc1ccccc1NC(=O)CN(c1cc(C(F)(F)F)ccc1Cl)S(=O)(=O)c1ccccc1
→ 13, 0.3, 16, 0.3
> O=C(CN(c1ccc(F)cc1)S(=O)(=O)c1ccccc1)Nc1ccc(S(=O)(=O)N2CCCCC2)cc1
→ -4, 2.1, 9, 0.2

The whole of this part, from the first entry:
The line under a structure holds: MITF inh, GPR151 activ, TEAD-YAP inh, FBW7 activator
> Cc1cccc(-c2nc(-c3ccccc3F)cc(=O)o2)c1
→ 3, -0.1, -2, -0.1
> Cc1ccc(-n2c(SCC(=O)N3CCCC3)nc3[nH]ncc3c2=O)cc1Cl
→ 3, -1.0, 14, -0.6
> c1ccc(-c2nc(NCCCN3CCOCC3)cc(-c3cccnc3)n2)cc1
→ 1, 0.0, 20, -0.1
> Cc1ccccc1NC(=O)CN(c1cc(C(F)(F)F)ccc1Cl)S(=O)(=O)c1ccccc1
→ 13, 0.3, 16, 0.3
> O=C(CN(c1ccc(F)cc1)S(=O)(=O)c1ccccc1)Nc1ccc(S(=O)(=O)N2CCCCC2)cc1
→ -4, 2.1, 9, 0.2
> CC(=O)NC(=C(Cl)Cl)c1ccccc1
→ -4, 1.1, 2, 0.1
> CN(CC(=O)NC1CCCC1)S(=O)(=O)c1ccc(F)cc1
→ 11, -0.5, -4, -0.2
> CCN1C(=O)/C(=C/c2cc(Cl)ccc2O)N(C)C1=S
→ 4, -0.5, 7, 0.1
> Cc1cc(NCCO)nc(Nc2ccc(C(F)(F)F)cc2)n1
→ -4, 1.3, -12, 0.0
> CCOC1c2c(C)ccc([N+](=O)[O-])c2OC1(C)C (centres undefined)
→ 6, 1.6, -6, 0.1
> CCOc1cc(C(=O)Nc2ccc(S(=O)(=O)Nc3ncccn3)cc2)cc(OCC)c1OCC
→ 0, 0.4, 7, -0.1
> Brc1ccccc1OCCCn1cncn1
→ -1, -0.9, -12, 0.1
> COC(=O)C1(C)NC(c2ccc(F)cc2)C2C(=O)N(C)C(=O)C21 (centres undefined)
→ 10, 0.5, -3, 0.0
> C/C(CC(=O)Nc1ccc(Cl)c(Cl)c1)=N\NC(=O)C(=O)NCc1ccccc1
→ -3, -0.9, 8, -0.1
> O=C(CN1CCC(n2cnc3cccnc32)CC1)Nc1ccc(N2CCOCC2)cc1
→ 12, 0.8, 1, 0.0
> Cc1occc1C(=O)Nc1ccc(Cl)c([N+](=O)[O-])c1
→ 6, -0.2, -7, -0.1
> O=c1[nH]c(/C=C/c2ccc(O)cc2)c([N+](=O)[O-])c(=O)[nH]1
→ 9, 0.4, -12, 0.2
> O=C(O)c1ccc(NCCN2C(=O)C3CC=CCC3C2=O)c([N+](=O)[O-])c1 (centres undefined)
→ -2, -1.6, 2, -0.2
> Cc1cc(C)nc(SCc2nc3ccccc3n2C)n1
→ 19, -0.4, -25, -0.2
> CC1=C(C(=O)OC2CCCC2)C(c2cccs2)C2=C(CC(c3cccs3)CC2=O)N1 (centres undefined)
→ -10, -1.1, 6, -0.1
> O=C(NC(Nc1nc2c(s1)CCCC2)(C(F)(F)F)C(F)(F)F)c1ccccc1
→ -9, -0.2, -9, -0.1
> Cc1cc(C)cc(C(=O)NCCCN(C)C)c1
→ 7, 1.3, -5, -0.1
> CCOc1ccc(C(=O)Nc2cccc(OC)c2)cc1OCC
→ 19, -1.9, -23, 0.8
> COc1ccc(-n2nc(C(=O)NCC(=O)Nc3ccc(F)c(Cl)c3)c3ccccc3c2=O)cc1OC
→ -3, 0.3, -3, -0.1
> O=C(O)CCCCCNC(=O)CSc1ccc(Cl)cc1
→ 12, -1.2, -10, 0.0
> Clc1ccc2nc(-c3ccccc3)cc(-c3ccccc3)c2c1
→ 6, -0.6, 1, 0.0
> O=C(CNc1ccc2ccccc2c1)N/N=C/c1c[nH]c2ccccc12
→ 7, 0.2, 3, 0.0
> CCOc1cc(S(=O)(=O)N2CCOCC2)ccc1Cl
→ 4, 0.4, 2, 0.1
> COc1cc(NS(=O)(=O)c2ccc(NC(=O)CSc3nc4ccccc4s3)cc2)nc(OC)n1
→ 6, 0.0, 7, 0.0
> CCOC(=O)c1cccc(NC(=O)CCCCCN2C(=O)c3ccccc3C2=O)c1
→ 2, -1.1, -9, -0.1
> Cc1c2cn[nH]c(=O)c2c(C)n1Cc1cccc(Cl)c1
→ 17, 0.9, -7, -0.1
> COc1ccc(/C=c2/sc3nc4ccccc4n3c2=O)cc1Br
→ -10, -0.2, 0, 0.1
> O=C1Nc2ccccc2/C1=C\c1cc(F)ccc1F
→ 0, 1.1, -6, -0.3
> COc1ccc(CCNS(=O)(=O)c2cc(C)ccc2OC)cc1
→ -10, -0.6, -13, -0.1
> CSc1cccc(NS(=O)(=O)c2c[nH]c3ccc([N+](=O)[O-])cc23)c1
→ 8, -0.7, -11, -0.1
> CCNC(=O)[C@@H]1C[C@H](NC2CCCCCC2)CN1C/C=C/c1ccccc1
→ -8, -0.3, 3, -0.2
> O=C(Nc1ccccc1C(=O)O)c1ccc2c(c1)C(=O)N(c1cccc([N+](=O)[O-])c1)C2=O
→ 14, -0.6, 3, 0.0
> CC(C)(C)c1ccc(C(=O)N/C(=C/c2ccc(Br)cc2)C(=O)NCCO)cc1
→ 9, -1.6, -4, 0.4
> Cc1ccc(Cl)cc1N=Cc1nc(-c2ccc([N+](=O)[O-])cc2)oc1O
→ 10, 0.4, -4, 0.8
> CC(C)[C@H](NS(=O)(=O)/C=C/c1ccccc1)C(=O)OCc1nc2ccccc2s1
→ -2, -1.7, -21, 0.1
> COCCCNC(=O)CCNC(=O)Cn1cnc2ccccc2c1=O
→ 9, -0.5, 3, 0.0
> Cc1cccc(C)c1NC(=O)CCC(=O)N1N=C(c2ccc(Br)cc2)CC1c1ccc(Br)cc1 (centres undefined)
→ 1, -0.2, 1, 0.0
> CCc1cccc(C)c1NC(=O)C(C)N(c1ccc(OC)cc1)S(C)(=O)=O (centres undefined)
→ 4, 3.6, 18, 0.0
> Cc1noc(NS(=O)(=O)c2ccc(N/C=C\C(=O)c3ccc(F)cc3)cc2)c1C
→ -2, -0.6, -25, 0.0
> C=CCn1c(SCC)nc(O)cc1=O
→ 1, 0.5, -2, -0.1

Carrying on:
Compound	MITF inh	GPR151 activ	TEAD-YAP inh	FBW7 activator
Cc1cc(=O)c2c(O)c(O)ccc2o1	18	2.3	-8	-0.2
CCC1CCCCN1C(=O)CSc1nnc(-c2ccc(Cl)s2)o1 (centres undefined)	11	1.4	-5	0.1
CC1=C(C(=O)OC2CCCCC2)C(c2ccc3c(c2)OCO3)C2=C(CCCC2=O)N1 (centres undefined)	-10	-0.5	-4	0.2
NC(=O)C1(N2CCCCC2)CCN(C(=O)Nc2ccc(F)cc2)CC1	-8	-0.7	-3	-0.1
Cc1cc(C)nc(N2CCC(C(=O)NCCc3ccc(F)cc3)CC2)n1	19	0.3	3	0.2
COc1ccccc1-n1c(SCC(=O)Nc2ccccc2)nnc1-c1ccccn1	18	-1.3	4	0.0
C=CCn1c(CNC(=O)c2ccc(COC)o2)nnc1SC	-9	-0.5	2	0.0
COc1ccc(-c2c(C#N)c(SCC(=O)Nc3ccccc3C)nc(C)c2C(=O)Nc2ccccc2)cc1	4	-1.1	4	0.0
COc1cccc(-c2nc3cc(F)ccc3cc2CN[C@H]2CCCCNC2=O)c1	-10	1.2	9	-0.2
COc1cccc(C2=NOC(C(=O)Nc3cccc(O)c3)C2)c1OC (centres undefined)	3	0.5	0	0.2
COc1ccc(Cl)cc1NC(=O)c1sc2ncnc(N3CCC(C)CC3)c2c1C	-4	-0.1	0	-0.2
Cc1ccc2cc(CN(CC3CCCO3)S(=O)(=O)c3ccccc3)c3nnnn3c2c1 (centres undefined)	4	-0.5	-31	-0.1
CN1CCOCCOCCN(C)C(=O)N2CCOCCOCCN(CCOCCOCC2)C1=O	2	-0.5	-6	0.1
CCCNC(=O)c1cnc(NC2CCC(O)CC2)s1 (centres undefined)	0	2.0	-1	0.1
CC(=O)Nc1ccc(NC(=O)c2cnc(Nc3ccc(N4CCOCC4)cc3)s2)cc1	18	4.6	-9	0.5
CC1CCN(CC(O)COc2ccc(F)cc2)CC1 (centres undefined)	-9	1.2	-13	0.1
CN(C)c1ccc([N+](=O)[O-])cc1/C=C1/C(=O)NN(c2ccccc2)C1=O	7	0.2	8	0.1
CCc1cc2c(cc3c(=O)[nH]ncn32)s1	-6	0.7	-32	0.2
O=C(/C=C/c1ccc(F)cc1)c1cc(F)ccc1O	-21	-0.1	7	0.3
O=C(CSc1nccn1Cc1ccc(F)cc1)NCCc1ccccc1	10	1.5	-3	-0.2
COc1cc(NC(=O)Cc2cn(C)c3ccccc23)cc(OC)c1OC	-9	-0.5	11	0.0
O=C(COc1ccc(Cl)cc1Cl)NNC(=O)C1C2CCCCC21 (centres undefined)	-9	-1.1	-3	0.9
COc1ccccc1C1CC(=O)C2=C(C1)NC(C)=C(C(=O)OCC1CCCO1)C2c1cccs1 (centres undefined)	15	-2.2	16	0.3
COc1ccc(-c2noc(=O)n2Cc2cccc(F)c2)cc1	15	2.2	2	-0.1
CCOc1ccc(CNC(CC)CO)cc1OC (centres undefined)	1	3.4	2	-0.1
COc1ccc(CN2CCc3nnc(CCNC(=O)c4ccoc4)n3CC2)c(OC)c1	-24	0.6	-11	-0.1
Cc1ccc(NC(=O)CN2CCC(NC(=O)Cc3ccccc3)CC2)c(Br)c1	21	-1.0	6	0.0
O=C(Nc1ccc(Cl)c(C(F)(F)F)c1)C1CCCN1C(=O)OCc1ccccc1 (centres undefined)	9	1.7	6	1.3
COc1ccc(CNC(=O)COC(=O)c2c[nH]c(=O)[nH]c2=O)cc1OC	8	1.4	5	0.0
C=CCSc1nnc2c3cc(OCC)ccc3n(C)c2n1	14	0.9	-14	0.1
COc1ccc(N2CC(C(=O)Nc3ccc(Cl)cc3)CC2=O)cc1 (centres undefined)	7	0.8	-3	-0.2
O=C(CCC1(Cc2ccccc2)CCC(=O)N1)NCC1CCCO1 (centres undefined)	6	-0.1	-8	0.0
O=C(Cc1ccc(F)cc1)Nc1cccc2ccc(-n3ccnc3)nc12	-7	3.3	9	-0.2
COc1cc(Br)cc2cc(C(=O)N3CC(C)CC(C)C3)c(=O)oc12 (centres undefined)	18	1.6	1	0.1
CC(C)C(=O)NNC(=O)COc1ccc(C(C)(C)CC(C)(C)C)cc1	2	0.5	15	-0.1
O=C(CN1CCCC1)Nc1c2c(nc3ccccc13)N(c1ccccc1)CC2	72*	0.2	4	0.3
Cc1ccnc2nc(C(=O)Nc3ccc(OC(F)F)c(Cl)c3)nn12	1	-3.0	-30	0.0
CCCN=Cc1c(O)[nH]c2ccccc12	-9	1.3	-6	0.0
Cc1c(C(=O)N2CCN(S(=O)(=O)c3cccs3)CC2)oc2ccccc12	9	1.0	-1	0.1
CC(=O)c1ccc(OCC(=O)NCC2CCC3(CCN(Cc4cccnc4)CC3)O2)cc1 (centres undefined)	35	0.2	-6	-0.2

Continued (2 carried over from the part before).
Compound	MITF inh	GPR151 activ	TEAD-YAP inh	FBW7 activator
Cc1c(C(=O)N2CCN(S(=O)(=O)c3cccs3)CC2)oc2ccccc12	9	1.0	-1	0.1
CC(=O)c1ccc(OCC(=O)NCC2CCC3(CCN(Cc4cccnc4)CC3)O2)cc1 (centres undefined)	35	0.2	-6	-0.2
CCCN(CCC)C(=O)CSc1nc2ccsc2c(=O)n1Cc1ccccc1F	4	-0.1	3	0.7
CCOC(=O)C1=C(C)N=C2SCCC(=O)N2C1c1ccc(CC)cc1 (centres undefined)	2	-0.5	-4	-0.1
Cc1cccc(C)c1NC(=O)C1(N(C)C(=O)CN2C(=O)c3ccccc3C2=O)CCCC1	1	-0.6	6	0.2
CCN(CC)C(=O)C1CCCN(c2cc(Nc3ccccc3)nc(N)n2)C1 (centres undefined)	6	1.8	-13	-0.2
Cc1ccc(-c2noc(CCC(=O)NCCN3CCN(Cc4ccccc4)CC3)n2)cc1	27	-0.8	25	-0.2
O=C(CCCN1CCC(c2ccccc2)C1)c1ccc2c(c1)OCCO2 (centres undefined)	-6	-0.2	-1	-0.1
